# Screens (PubChem BioAssay)
# WT yeast gro inh: growth inhibition of WT yeast, mitochondrial fusion screen; mitochondrial fusion phenotypic screen, WT strain; inhibition, % at 10 µM; hit rate 2.1% among 190,000; AID 1362; in the data active means inhibition above about 58%; tested in S. cerevisiae
# PhoP inhibition: PhoP-dependent GFP reporter repression – Salmonella Typhimurium, primary screen (AID 1863); S. Typhimurium PhoP-regulated promoter GFP reporter, 4 h; higher % means a stronger effect; hit rate 0.16% among 300,000; inhibition, % at 50 µM; hits with a dose series show IC50 in µM;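 active means inhibition over 29.93%, a cutoff 3 SD above the screen mean, later confirmed by dose response; inconclusive means inhibition over 29.93% but no dose response follow-up; inactive means inhibition at most 29.93% or unconfirmed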;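 further: 0% = low Mg2+ inducing control and 100% = high Mg2+ repressing control; strong numbers were not always called active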
# Myeloid diff MLP: myeloid differentiation induction; calls only at 10 µM; hit rate 1% among 360,000; ER-HoxA9 myeloid progenitors, lysozyme-GFP differentiation, flow cytometry;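 active means normalized GFP-positive differentiation at or above the plate's own cutoff, the solvent-only control mean plus 3 SD; inconclusive means no clear call, values can overlap the other calls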;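 further: cells exposed to compound for four days before flow analysis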
# Large T inhibition: SV40 large T antigen inhibitors, biochemical (AID 1903). SV40 large T antigen ATPase/helicase inhibition assay; higher % means a stronger effect. hit rate 0.39% among 310,000. inhibition, % at 20 µM, or IC50 in µM where a hit was titrated; in the data active means a potency from the dose series; inconclusive means inhibition mostly from about 32% at the one dose, without a potency; inactive means the rest, 99 in 100 with inhibition below about 32%; further: strong numbers were not always called active
# T cell HTS: T cell immune modulators affecting CD8 T cell-vesicle binding; 2C CD8+ T cell-vesicle binding, flow cytometry; stronger effect = lower value; calls only at 7 µM; hit rate 0.068% among 330,000; AID 2052;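 active means response, share of CD8 T cells binding vesicles, and their 90th percentile fluorescence all below set limits, cut at about 80% in these data, passing the limit was not always enough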
#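 incubation = binding step 1.5 h, 37 °C, antibody labelling 20 min, ice | test system = 2C mouse CD8+ T cells | read-out basis = percent CD8+ FL2 mean versus row control | controls = Peptide-free naked vesicles (low) and QL9 vesicles with 0.7% DMSO vehicle (high) | detection = flow cytometry of vesicle-bound cells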
# West Nile virus CPE: inhibition of WNV-induced cytopathic effect – cell-based, CPE readout (AID 1621); West Nile virus-infected cells, CPE inhibition; higher % means a stronger effect; CPE inhibition, % at 10 µM, or IC50 in µM where a hit was titrated; hit rate 0.02% among 290,000; in the data active means a potency from the dose series; inconclusive means CPE inhibition mostly from about 3.7% at the one dose, without a potency; inactive means the rest, 99 in 100 with CPE inhibition below about 2.2%; further: strong numbers were not always called active
# bCat nuc transl: modulators of beta-catenin nuclear translocation | HeLa beta-catenin nuclear translocation, immunofluorescence imaging | nuclear translocation activity, % at 5 µM | hit rate 0.3% among 190,000 | AID 1665;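 active means nuclear translocation activity above 50% at 5 µM, with a well cell count of 50 or more; inconclusive means wells under 50 cells across six images, flagged as toxic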;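 further: per-cell ratio of nuclear to cytoplasmic median beta-catenin stain intensity; plate controls were DMSO negative control for no effect and GSK-3 inhibitor IX positive control for full effect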
#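 Test system: human HeLa cells, native beta-catenin. Compound dosing: 5 µM primary single dose, 0.1% DMSO, 0.02–20 µM confirmation series. Incubation: compound exposure 24 h at 37°C. Detection: beta-catenin immunostaining with DAPI counterstain, 20x imaging, 6 fields/well. Read-out basis: Nuclear/cytoplasmic beta-catenin signal ratio, % activation.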
# MgcRacGAP inhibition: MgcRacGAP GTPase-activating activity inhibitors, confirmation, biochemical, ADP Hunter fluorescence | MgcRacGAP-stimulated Rac1 GTP hydrolysis, ADP Hunter fluorescence; higher % means a stronger effect; GST-tagged Rac1 F28L mutant substrate | inhibition, % at 30 µM, or IC50 in µM where a hit was titrated | hit rate 0.6% among 340,000;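 active means first-screen hits whose inhibition reached a set limit at any dose in the follow-up dose series; inconclusive means inhibition above the set first-screen limit but never retested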;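 further: fluorescence reports GDP produced by GAP-driven GTP hydrolysis; strong numbers were not always called active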
# RSV CPE inhibition: inhibition of RSV-induced cytopathic effect – HEp-2 cells, primary 10 µM value included (AID 2391) | HEp-2 cells, RSV-induced CPE inhibition; higher % means a stronger effect | CPE inhibition, % at 10 µM, or IC50 in µM where a hit was titrated | hit rate 0.13% among 310,000; in the data active means a potency from the dose series; inconclusive means CPE inhibition mostly from about 23% at the one dose, without a potency; inactive means the rest, 99 in 100 with CPE inhibition below about 21%; further: strong numbers were not always called active
# WT yeast gro inh mutant strain: further read-out of WT yeast gro inh, marked with its call; inhibition, %; mitochondrial fusion phenotypic screen, mutant strain inhibition
# bCat nuc transl cell count 5 µM: recorded beside bCat nuc transl, whose call it bears; cell count; measured here: cell count, cytotoxicity flag
# T cell HTS vesicle-bound %: second read-out of T cell HTS, no call of its own (marks repeat the call); double positive events, %; measured here: CD8+ vesicle-bound cell fraction;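 binding gate set so that unloaded-vesicle control wells show 10% double positive cells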
# Myeloid diff MLP GFP+ MAC1+ %: also measured in Myeloid diff MLP; calls as there; GFP+ MAC1+ double positive, %; measured here: differentiation confirmed by MAC1 staining
# * marks the source's active call; other numbers are inactive results; i = inactive; ? = inconclusive; . = no result given; + = active, no number.
# The opening two compounds (preview)
SMILES,WT yeast gro inh,WT yeast gro inh mutant strain,PhoP inhibition,Myeloid diff MLP,Myeloid diff MLP GFP+ MAC1+ %,Large T inhibition,T cell HTS,T cell HTS vesicle-bound %,West Nile virus CPE,bCat nuc transl,bCat nuc transl cell count 5 µM,MgcRacGAP inhibition,RSV CPE inhibition
CC(C)=CCN1CCN(Cc2cnc(N3CCCC3)s2)CC1CCO (centres undefined),-8,-4,.,i,0.7,.,i,10,0.7%,-0.3,987,7%,-2.9%
O=C(CN1C(=O)NC2(CCCCCC2)C1=O)NCCc1ccc(F)cc1,.,.,.,i,1.1,.,i,37,.,.,.,3%,-0.9%

# The listing, previewed entries included:
SMILES,WT yeast gro inh,WT yeast gro inh mutant strain,PhoP inhibition,Myeloid diff MLP,Myeloid diff MLP GFP+ MAC1+ %,Large T inhibition,T cell HTS,T cell HTS vesicle-bound %,West Nile virus CPE,bCat nuc transl,bCat nuc transl cell count 5 µM,MgcRacGAP inhibition,RSV CPE inhibition
CC(C)=CCN1CCN(Cc2cnc(N3CCCC3)s2)CC1CCO (centres undefined),-8,-4,.,i,0.7,.,i,10,0.7%,-0.3,987,7%,-2.9%
O=C(CN1C(=O)NC2(CCCCCC2)C1=O)NCCc1ccc(F)cc1,.,.,.,i,1.1,.,i,37,.,.,.,3%,-0.9%
Cc1ccc(C(=O)Nc2ccc3c(c2)OCO3)cc1NC(=O)c1ccco1,-1,6,0%,i,0.4,12%,i,28,-1.1%,-0.3,1018,7%,5.6%
Nc1nc(-c2cc(Cl)cc(Cl)c2OC(F)F)cs1,4,17,7%,i,0.5,2%,i,26,-0.6%,-3.9,1118,8%,2.5%
O=C1/C(=C/c2cccc(Cl)c2)CSc2sccc21,.,.,-12%,i,0.8,9%,i,48,0.1%,0.0,1137,-11%,.
CCOC(=O)c1ccc(N=c2sc(C(=O)OC)cc(=O)n2C2CC2)cc1,-18,-11,-6%,i,3.7,6%,i,20,0.0%,.,.,6%,0.4%
CCN(CC)CCCN(C)C(=O)Cn1nc(Cc2ccncc2)c2ccccc2c1=O,.,.,-8%,i,0.4,8%,i,35,0.2%,.,.,4%,-2.4%
COCCNC(=O)Cn1c(=O)n(Cc2ccco2)c(=O)c2ccccc21,12,2,-2%,i,0.8,11%,i,24,-0.1%,-11,1052,6%,0.4%
COc1ccc(-c2nnc(SCC(=O)c3ccc[nH]3)o2)cc1,-3,-1,-4%,i,0.5,10%,i,46,-0.3%,3.0,1061,3%,0.0%
CN1CCN(C(=O)CCN2C(=O)/C(=C/c3cccc(Br)c3)SC2=S)CC1,.,.,6%,?,.,10%,i,24,15%,.,.,14%,45%
CCCCN1C(=O)C(C)=C(C)C1OCCc1ccc(OC)c(OC)c1 (centres undefined),.,.,6%,i,0.4,3%,i,19,-1.2%,.,.,14%,2.1%
CCc1ccc(NS(=O)(=O)c2ccc3[nH]cc(C(=O)N(C)Cc4ccco4)c(=O)c3c2)cc1,2,6,-3%,i,1.3,13%,i,10,0.1%,-1.6,1363,-1%,-1.7%
CC(=O)N/C(=C\c1ccccc1)C(=O)N1CCOCC1,-9,1,.,i,0.7,.,i,56,-0.3%,-1.4,1041,-5%,0.7%
Cc1cc(N2C(=O)C(O)=C(C(=O)c3ccco3)C2c2cccnc2)no1 (centres undefined),-17,-21,20%,.,.,-3%,i,34,.,-4.6,992,.,0.5%
CCC(C(=O)O)n1nnc(-c2ccc(OCc3ccccc3)c(OC)c2)n1 (centres undefined),.,.,6%,.,.,5%,i,55,-0.2%,.,.,.,-0.7%
Cc1ccc(CNC(=O)c2sccc2-n2cccc2)cc1,5,12,2%,i,1.0,0%,i,7,-0.2%,.,.,8%,.
CCOC(=O)C1=C(N)Oc2cc(O)ccc2C1c1ccc(F)cc1F (centres undefined),.,.,4%,i,0.7,9%,i,63,1.1%,.,.,10%,5.8%
CN1CCC(N(C)CC(=O)Nc2ccc3c(c2)OC(F)(F)O3)CC1,.,.,6%,i,0.6,4%,i,35,0.0%,-0.5,1084,66µM*,-2.7%
C#CCOCCOCCOCCNc1nc(N2CCOCC2)nc(N2CCN(C(=O)[C@H]([C@@H](C)CC)n3cc([C@@H](N)CC(C)C)nn3)CC2)n1,-8,11,-5%,i,2.5,5%,i,41,-0.3%,-3.0,1170,6%,-0.8%
CCCCCCCOc1ccc(C2(C)NC(=O)NC2=O)cc1 (centres undefined),.,.,1%,i,0.9,4%,i,54,-0.6%,.,.,14%,7.2%
O=S(=O)(NCc1ccc2c(c1)OCO2)c1ccc2oc3ccccc3c2c1,.,.,.,i,0.7,.,i,33,0.0%,.,.,4%,-1.0%
COc1ccc(NC(=O)C2CCCN(c3ncccn3)C2)cc1 (centres undefined),.,.,2%,i,3.5,6%,i,23,0.0%,.,.,5%,0.1%
C/C(=N\Nc1ccccc1)c1c(O)cc(C)oc1=O,12,16,-10%,i,0.1,8%,i,51,0.2%,-1.3,1086,7%,2.7%
Cc1cc(O)c(CN(C)C)c2c1C(=O)/C(=C/c1ccco1)O2,.,.,-1%,i,1.1,15%,i,58,-0.1%,.,.,13%,0.7%
CC1C(=O)N2CCCc3cc(S(=O)(=O)Nc4ccccc4C(N)=O)cc1c32 (centres undefined),.,.,3%,i,0.5,5%,i,36,.,.,.,6%,-0.5%
Cn1c(=O)c2c(ncn2CC(=O)OCC(=O)Nc2sccc2C(N)=O)n(C)c1=O,.,.,-3%,i,1.2,20%,i,39,.,.,.,7%,-1.1%
COc1cccc(/C=N/NC(=O)c2ccc(=O)n(C)c2)c1OC,0,-4,2%,i,0.2,-2%,i,6,0.3%,0.5,1041,5%,0.8%
CCOc1ccc(C(C)NC(=O)CN2C(=O)NC3(CCCCC3)C2=O)cc1OCC (centres undefined),.,.,.,i,0.8,.,i,39,.,.,.,6%,-0.1%
O=C(C1CC(=O)N(C2CCCC2)C1)N1CCN(c2ccccc2F)CC1 (centres undefined),-16,-2,6%,i,3.5,0%,i,40,0.0%,.,.,9%,1.2%
COc1ccc(S(=O)CC(=O)Nc2ccccc2Cl)cc1 (centres undefined),-2,-3,3%,i,0.1,5%,i,50,0.1%,0.3,1450,2%,1.5%
Cc1sc(NC(=O)Cc2ccc3c(c2)OCO3)nc1-c1ccc2c(c1)CCN2C(=O)c1ccccc1F,26,7,-7%,i,1.1,10%,i,45,-1.4%,-1.0,1125,-1%,12%
CN(C)[C@H]1N(C(=O)c2ccc(Br)cc2)N=C2c3ccccc3S(=O)(=O)N21,2,-10,12%,i,0.9,-1%,i,29,0.8%,-14,1253,8%,6.9%
COC(=O)[C@H](Cc1ccccc1)NC(=O)NCCc1ccccc1F,.,.,2%,i,0.6,2%,i,47,0.2%,.,.,4%,1.0%
CNC(=S)Nc1ccccc1-c1ccccc1,-2,7,-4%,i,0.3,9%,i,46,0.0%,0.3,539,-8%,1.0%
O=C(Nc1cccc(Cl)c1)N1CCC(CO)(CCOc2ccccc2)CC1,22,16,7%,i,0.1,4%,i,34,-0.3%,-2.0,921,10%,4.0%
COc1ccccc1NC(=S)N1CCN(C(=O)c2ccco2)CC1,4,12,9%,i,2.6,3%,i,56,0.4%,0.3,1360,6%,-0.2%
CC1(C)Cc2c(c(-c3ccccc3)nc3sc4c(=O)[nH]c(=S)[nH]c4c23)CO1,.,.,-2%,.,.,18%,i,26,0.7%,0.8,1393,.,3.6%
CC(C)CCN(CCC(C)C)CC(O)Cn1c2ccccc2c(=O)c2ccccc21 (centres undefined),.,.,-12%,i,0.5,8%,i,59,-1.6%,-0.1,1336,3%,1.5%
CCC(=O)N1CCc2cc(S(=O)(=O)N3CCCCC3CC)ccc21 (centres undefined),.,.,5%,?,.,0%,i,29,0.7%,.,.,3%,5.3%
COc1cccc2sc(NNC(=O)C3=COCCO3)nc12,0,6,-4%,+,0.4*,16%,i,41,-0.5%,-1.6,1132,11%,1.9%
Cc1ccc(S(=O)(=O)NCC(C)n2nc(C)nc2C)cc1 (centres undefined),.,.,-5%,i,0.2,10%,i,22,-0.3%,.,.,5%,2.1%
O=C(OC1C2CCC1C1CN(CCc3ccccc3)CC12)c1ccccc1 (centres undefined),1,14,-10%,i,1.2,8%,i,32,-1.3%,.,.,5%,2.1%
O=C(O)C1CCN1C1CCCCC1 (centres undefined),-4,-1,-2%,i,1.7,8%,i,15,0.2%,-2.2,1184,5%,0.4%
CCN(CC)c1nc2c(c(=O)[nH]c(=O)n2C)n1CCCc1ccccc1,.,.,-2%,i,0.8,2%,i,17,-1.8%,.,.,16%,18%
CCOc1ccc(C(=O)NCC(=O)NC(C)CCc2ccccc2)cc1OCC (centres undefined),.,.,1%,i,2.1,21%,i,3,-1.2%,.,.,2%,1.8%
CS(=O)(=O)c1ccc2nc(N)sc2c1,3,18,5%,i,0.2,0%,i,42,0.4%,-1.5,807,10%,-0.1%
O=C(N/N=C/c1ccccc1)c1n[nH]c2c1CCCC2,-20,11,-2%,i,0.2,8%,i,55,-0.2%,-0.2,1004,2%,3.3%
COc1cc(/C=N/NC(=O)c2cc(-c3ccco3)nc3ccccc23)cc(OC)c1O,.,.,-3%,i,0.8,?,i,56,-0.3%,-0.9,1169,13%,7.5%
CCOc1ccc(NC(=O)CSc2nnc(CCNC(=O)c3ccc(OC)cc3)n2C)cc1,11,-5,-4%,i,4.2,8%,i,36,-0.5%,.,.,3%,1.1%
CCOC(=O)C(C)Sc1nnc(Cc2cc(=O)[nH]c(=O)[nH]2)n1-c1ccc(Cl)cc1 (centres undefined),12,-4,1%,i,2.6,7%,i,38,1.1%,-2.3,1190,-2%,0.8%
COc1cnn(-c2ccccc2)c(=O)c1N(C)C,4,-7,1%,i,1.6,-1%,i,14,0.3%,1.6,1022,0%,0.5%
COCCN1CCn2c(nc3cc(NC(=O)Cn4nc(C)c5ccccc5c4=O)ccc32)C1,.,.,0%,i,0.8,18%,i,55,0.5%,-0.6,1360,10%,.
